RXFP1 ag = qHTS Assay for Agonists of the Relaxin Receptor RXFP1 | Relaxin receptor 1 (Homo sapiens), Q9HBX9 | HEK293T-RXFP1 cAMP TR-FRET, 30 min; response scale: percent of porcine relaxin response, buffer zero | Potency, µM (series often up to 57.5 µM), for the others: at the highest dose activation, actives largely listed as activators | 0.3% of 370,000 active | AID 2676, 2010; further: on the % scale 0 is the no-effect control and ±100 the full control effect; nearly all actives have a fitted effect of over 60% in size; many of its hits are not listed in these tables
Target sequence (Q9HBX9 whole entry, looked up): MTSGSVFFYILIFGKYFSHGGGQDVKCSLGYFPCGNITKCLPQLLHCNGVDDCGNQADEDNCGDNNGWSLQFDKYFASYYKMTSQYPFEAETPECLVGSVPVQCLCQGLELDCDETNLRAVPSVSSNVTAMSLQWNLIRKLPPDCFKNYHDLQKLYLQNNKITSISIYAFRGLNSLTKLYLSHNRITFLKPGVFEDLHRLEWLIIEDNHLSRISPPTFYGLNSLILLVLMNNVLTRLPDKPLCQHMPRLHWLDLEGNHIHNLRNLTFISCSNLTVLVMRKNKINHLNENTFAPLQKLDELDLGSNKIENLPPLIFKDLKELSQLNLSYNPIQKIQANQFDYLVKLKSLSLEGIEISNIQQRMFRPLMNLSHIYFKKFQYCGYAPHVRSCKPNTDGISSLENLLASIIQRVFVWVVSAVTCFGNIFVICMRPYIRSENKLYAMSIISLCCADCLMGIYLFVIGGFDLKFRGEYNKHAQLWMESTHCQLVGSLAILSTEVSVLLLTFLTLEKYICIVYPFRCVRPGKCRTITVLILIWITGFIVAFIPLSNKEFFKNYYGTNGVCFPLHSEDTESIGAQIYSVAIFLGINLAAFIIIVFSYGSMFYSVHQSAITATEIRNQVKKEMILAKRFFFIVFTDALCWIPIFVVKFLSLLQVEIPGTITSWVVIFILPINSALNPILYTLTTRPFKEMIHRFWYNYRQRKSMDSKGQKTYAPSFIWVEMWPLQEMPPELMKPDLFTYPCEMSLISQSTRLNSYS
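HEK293T cells stably expressing RXFP1 were pretreated with the PDE4 inhibitor Ro 20174, exposed to compounds for 30 min at 37C, lysed, and cAMP was read by TR-FRET. Data normalized to buffer (basal) and 29 nM porcine relaxin (100%).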
mIDH1 inhibitor = qHTS for Inhibitors of mutant isocitrate dehydrogenase 1 (IDH1): qHTS; Isocitrate dehydrogenase [NADP] cytoplasmic (Homo sapiens), O75874; IDH1-R132H enzyme, NADPH consumption, diaphorase/resazurin fluorescence; 0.093% of 390,000 active; Potency, µM (top dose mostly 76.6 µM), inactives show at the top dose activity change, negative = inhibition, actives largely listed as inhibitors; further: on the % scale 0 is the no-effect control and ±100 the full control effect; nearly all actives have a fitted effect of over 65% in size
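IDH1-R132H (0.5 ug/mL dispensed) in pH 7.5 Tris buffer was preincubated 30 min with compound, then given a substrate mix of 0.016 mM NADPH and 2 mM alpha-KG for 80 min at room temperature; remaining NADPH was read by diaphorase/resazurin fluorescence.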
TrxR1 inh = qHTS Assay for Inhibitors of Mammalian Selenoprotein Thioredoxin Reductase 1 (TrxR1): qHTS; Thioredoxin reductase 1, cytoplasmic (Rattus norvegicus), O89049; recombinant rTrxR1, NADPH fluorescence consumption, selenite substrate; Potency, µM (titrated, usually from 114 µM), for the others: at the highest dose activity change, negative = inhibition, most hits filed as inhibitors; 1% of 390,000 active; AID 588453, 2011; further: on the % scale 0 is the no-effect control and ±100 the full control effect; nearly all actives have a fitted effect of over 65% in size
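Rat TrxR1 (90 nM in the dispensed reagent) was pre-reduced with 400 uM NADPH for 5 min at room temperature, then incubated with compound for 15 min. After 400 uM selenite was added, NADPH fluorescence (Ex 340/Em 450 nm) was followed for 8 min.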
TrxR1 substrate = qHTS Assay for Substrates of Mammalian Selenoprotein Thioredoxin Reductase 1 (TrxR1): qHTS; Thioredoxin reductase 1, cytoplasmic (Rattus norvegicus), O89049; purified TrxR1 substrate turnover, NADPH consumption readout; 0.01% of 390,000 active; Potency, µM (doses to about 114 µM), without a hit: top-dose activity change, negative = substrate turnover; further: on the % scale 0 is the no-effect control and ±100 the full control effect; nearly all actives have a fitted effect of over 50% in size
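Rat TrxR1, dispensed at 90 nM, was prereduced with 400 uM NADPH (final) for 5 min at ~22 deg C, then incubated with compound 15 min before 400 uM selenite. A first-read NADPH fluorescence drop versus no-compound background flagged substrates.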
RGS4 inhibitor = Inhibitors of Regulator of G Protein Signaling (RGS) 4: qHTS; Potency, µM (doses to about 114 µM), for inactives: at the top dose activity change, negative = inhibition, actives largely listed as inhibitors; 0.039% of 390,000 active; Regulator of G-protein signaling 4 (Homo sapiens), P49798; Transcreener GDP fluorescence polarization, RGS4-accelerated GTP hydrolysis; AID 504845, 2011; further: on the % scale 0 is the no-effect control and ±100 the full control effect; nearly all actives have a fitted effect of over 75% in size; some results filed as inactive show a strong effect at the top dose
Target sequence (P49798 whole entry, looked up): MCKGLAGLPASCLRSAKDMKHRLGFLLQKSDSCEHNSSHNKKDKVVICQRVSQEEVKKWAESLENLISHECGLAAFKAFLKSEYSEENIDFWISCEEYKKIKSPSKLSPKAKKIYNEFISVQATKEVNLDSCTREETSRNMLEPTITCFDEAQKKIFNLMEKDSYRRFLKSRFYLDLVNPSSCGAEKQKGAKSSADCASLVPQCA
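MLSMR compounds (23 nl, pin-transferred) preincubated 10 min at room temperature with a 500nM (2x) first reagent, then RGS4 at 900nM (2x) plus Transcreener GDP mix added; fluorescence polarization (620/688 nm) read before and after 90 min at 30 °C.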
USP1-UAF1 inh = Inhibitors of USP1/UAF1: Primary Screen | Ubiquitin carboxyl-terminal hydrolase 1 (Homo sapiens), O94782 | Potency, µM (doses to about 57.1 µM), without a hit: at the top dose activity change, negative = inhibition, actives largely listed as inhibitors | AID 743255, 2014 | recombinant USP1/UAF1, Ub-Rhodamine cleavage fluorescence | 0.23% of 390,000 active; further: on the % scale 0 is the no-effect control and ±100 the full control effect; nearly all actives have a fitted effect of over 60% in size; inactives centre near -12
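Step one: compound is pinned into 1nM USP1/UAF1 in HEPES pH 7.8 buffer with TCEP. Step two: 15 min room-temperature incubation. Step three: Ub-Rho (150nM final) starts cleavage, tracked by fluorescence over six one-minute reads.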
Vif-APOBEC3G blk = qHTS for Inhibitors of Vif-A3G Interactions: qHTS. DNA dC->dU-editing enzyme APOBEC-3G (Homo sapiens), Q9HC16. HeLa A3G-eYFP + Vif (tagged APOBEC3G with the HIV-1 protein that degrades it), YFP fluorescence, overnight. Potency, µM (titrated, usually from 46.1 µM), for the others: at the top dose activity, negative = active, most hits filed as inhibitors. 0.076% of 410,000 active;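 further: on the % scale 0 is the no-effect control and ±100 the full control effect; nearly all actives have a fitted effect of over 60% in size; hits raise eYFP signal because A3G escapes Vif-driven loss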
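Read-out is eYFP fluorescence (Ex 488/Em 500-530) from Vif-expressing HeLa A3G-eYFP cells; more signal means A3G escaped Vif-mediated degradation. Cells plated overnight, compound pinned in, incubated overnight at 37 deg C.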
ALOX12 inh = Primary qHTS assay for inhibitors of human arachidonate 12S-lipoxygenase (ALOX12): Round 2; purified 12hLO, xylenol orange hydroperoxide absorbance; 1.1% of 580,000 active; Polyunsaturated fatty acid lipoxygenase ALOX12 (Homo sapiens), P18054; Potency, µM (top dose mostly 108 µM), for the others: at the highest dose activity change, negative = inhibition, actives largely listed as inhibitors; further: on the % scale 0 is the no-effect control and ±100 the full control effect
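Purified human 12hLO (150 nM final) in 25 mM Hepes, 0.01% Triton X-100, pH 7.0 was preincubated 15 min at room temperature with compound. Then 40 uM arachidonic acid was added, 30 min. Hydroperoxide was read by Fe-XO absorbance ratio 573/405 nm.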
Vif-APOBEC3F blk = qHTS for Inhibitors of Vif-A3F Interactions: qHTS | HeLa A3F-eYFP + Vif (tagged APOBEC3F with the HIV-1 protein that degrades it), YFP fluorescence increase | Potency, µM (titrated, usually from 46.1 µM), inactives show at the highest dose activity, negative = active | 0.2% of 390,000 active | AID 602313, 2012; further: % of control where 0% means no effect; nearly all actives have a fitted effect of over 65% in size
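HeLa cells stably expressing Vif plus C-terminally eYFP-tagged A3F were seeded, incubated overnight at 37 deg C, dosed with compound, incubated overnight again at 37 deg C. Yellow fluorescence (Ex 488/Em 500-530) reported blocked Vif-mediated A3F-eYFP degradation.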
The depositor's hits bear a star; & = joins results of further samples; [ ] = another dose, or the depositor's remark. The call rests on the fitted dose curve; in most records, active means well fitted curve in the direction sought with a large enough effect; inconclusive means small, poorly fitted or top-dose-only effect, or another doubt; inactive means no such curve, though single readings can be large; an effect the other way counts as inactive or inconclusive. Potency means the concentration at half of the fitted maximal effect. An excerpt; the hit share may differ from the screen's.

`COc1cccc(-c2nc(N3CCN(Cc4ccccc4)CC3)c3ccccc3n2)c1O` gave RXFP1 ag 8.0%&3.5%, mIDH1 inhibitor 1%, TrxR1 inh 7%, TrxR1 substrate -3%, RGS4 inhibitor 2%, USP1-UAF1 inh -13%, Vif-APOBEC3G blk 2%, ALOX12 inh 5% and Vif-APOBEC3F blk -8%.
`O=c1[nH]c2ccccc2n2c(=S)[nH]nc12` gave RXFP1 ag inconclusive, mIDH1 inhibitor 0%, TrxR1 inh inconclusive, TrxR1 substrate 1%, RGS4 inhibitor -46%, USP1-UAF1 inh -16%, Vif-APOBEC3G blk 5%, ALOX12 inh -18% and Vif-APOBEC3F blk 22µM*.
`COc1ccccc1C(=O)NNC(=O)c1ccc2ccccc2c1O` gave mIDH1 inhibitor 23%, USP1-UAF1 inh -4%, Vif-APOBEC3G blk -16%, ALOX12 inh 2% and Vif-APOBEC3F blk -12%.
O=C(COc1ccc(Cl)cc1)Nc1ccc(C(=O)NCc2cccnc2)cc1 was read as RXFP1 ag 1.0%, mIDH1 inhibitor 0%, TrxR1 inh -5%, TrxR1 substrate -7%, RGS4 inhibitor -36%, USP1-UAF1 inh -11%, Vif-APOBEC3G blk 3% and Vif-APOBEC3F blk 3%.
`COc1ccc(OCC(=O)Nc2cc(S(=O)(=O)N3CCCC3)ccc2OCC(F)(F)F)cc1` gave RXFP1 ag 7.0%, mIDH1 inhibitor 3%, TrxR1 inh 19%, TrxR1 substrate 2%, RGS4 inhibitor -10%, USP1-UAF1 inh -11%, Vif-APOBEC3G blk -1%, ALOX12 inh -1% and Vif-APOBEC3F blk 9%.
`CCOC(=O)c1c(C2CCN(C(=O)OCC)CC2)nc2ccccn12` gave RXFP1 ag 4.6%, mIDH1 inhibitor 8%, TrxR1 inh 28%, TrxR1 substrate 2%, RGS4 inhibitor 12%, USP1-UAF1 inh 1%, Vif-APOBEC3G blk 3%, ALOX12 inh 6% and Vif-APOBEC3F blk 1%.
`CCCn1c(SCC(=O)Nc2cccc(S(=O)(=O)N3CCCC3)c2)n[nH]c1=O` gave RXFP1 ag 3.2%, mIDH1 inhibitor -10%, TrxR1 inh 14%, TrxR1 substrate -4%, RGS4 inhibitor -4%, USP1-UAF1 inh -14%, Vif-APOBEC3G blk 4%, ALOX12 inh -20% and Vif-APOBEC3F blk 10%.
O=C(c1ccncc1)N1CCN(C2CCCCC2)CC1 was read as RXFP1 ag 0.2%, mIDH1 inhibitor -2%, TrxR1 inh -2%[57.1 µM], TrxR1 substrate -3%, RGS4 inhibitor -21%, USP1-UAF1 inh -12%, Vif-APOBEC3G blk 4%, ALOX12 inh inconclusive and Vif-APOBEC3F blk -1%.
COc1cc2c(cc1OC)CN(Cc1cccs1)CC2 was read as RXFP1 ag 2.1%, mIDH1 inhibitor 9%, TrxR1 inh -15%, TrxR1 substrate 7%, RGS4 inhibitor -3%, USP1-UAF1 inh -18%, Vif-APOBEC3G blk 6%, ALOX12 inh -14% and Vif-APOBEC3F blk -7%.
O=C(CCNS(=O)(=O)c1cccc(C(F)(F)F)c1)NCc1ccco1 was read as mIDH1 inhibitor 1%, TrxR1 inh 19%, TrxR1 substrate 5%, RGS4 inhibitor 15%, USP1-UAF1 inh -19%, Vif-APOBEC3G blk 1%, ALOX12 inh -1% and Vif-APOBEC3F blk 6%.
Screening O=C(NCC1CCCO1)Nc1cc(Cl)cc(Cl)c1 (stereo not given) returned RXFP1 ag 0.9%, mIDH1 inhibitor 4%, TrxR1 inh 13%, TrxR1 substrate 1%, RGS4 inhibitor 9%, USP1-UAF1 inh -2%, Vif-APOBEC3G blk 3%, ALOX12 inh -19% and Vif-APOBEC3F blk -3%.
Screening CC(C)(C)N(C(=O)Cn1nnc(-c2ccc(F)cc2)n1)C(C(=O)NC1CCCC1)c1ccncc1 (stereo not given) returned RXFP1 ag 0.6%, mIDH1 inhibitor 2%, TrxR1 inh -17%[57.1 µM], TrxR1 substrate -1%[57.1 µM], RGS4 inhibitor -28%, USP1-UAF1 inh -24%, Vif-APOBEC3G blk -4%, ALOX12 inh -14% and Vif-APOBEC3F blk 1%.
COc1ccc(/C=C\c2onc(C)c2S(=O)(=O)N2CCC(C(=O)NCCC(C)C)CC2)cc1 was read as RXFP1 ag 2.3%, mIDH1 inhibitor 11%, TrxR1 inh 16%[57.1 µM], TrxR1 substrate 12%[57.1 µM], RGS4 inhibitor -9%, USP1-UAF1 inh -22%, Vif-APOBEC3G blk 0%, ALOX12 inh 3%[57.4 µM] and Vif-APOBEC3F blk 2%.
C/C(CC(=O)N(C(C)C)C(C)C)=N\NC(=O)c1ccccc1Br was read as RXFP1 ag 0.0%, mIDH1 inhibitor 2%, TrxR1 inh -1%, TrxR1 substrate -2%, RGS4 inhibitor -18%, USP1-UAF1 inh -20%, Vif-APOBEC3G blk 1%, ALOX12 inh -13% and Vif-APOBEC3F blk 2%.
Screening COc1ccc(S(=O)(=O)N(C)C[C@H]2Oc3ncc(C#CC4(O)CCCC4)cc3C(=O)N([C@@H](C)CO)C[C@@H]2C)cc1 returned mIDH1 inhibitor 2%, USP1-UAF1 inh -24%, Vif-APOBEC3G blk -5%, ALOX12 inh inconclusive and Vif-APOBEC3F blk -4%.
`CCc1ccc(-c2n[nH]c(=O)c3ccccc23)cc1` gave RXFP1 ag 0.1%, mIDH1 inhibitor -9%, TrxR1 inh -7%, TrxR1 substrate -9%, RGS4 inhibitor -1%, USP1-UAF1 inh -12%, Vif-APOBEC3G blk -6%, ALOX12 inh 21% and Vif-APOBEC3F blk 2%.
CC(C)(C)c1ccc(C(=O)Nc2ccc(NC(=O)c3ccc(Cl)c(Cl)c3)cc2)cc1 was read as RXFP1 ag 4.7%, mIDH1 inhibitor 10%, TrxR1 inh 1%, TrxR1 substrate 4%, RGS4 inhibitor -8%, USP1-UAF1 inh inconclusive, Vif-APOBEC3G blk 1%, ALOX12 inh -7% and Vif-APOBEC3F blk -10%.
`CC[C@]1(C(=O)OC)[C@H]2C(=O)N(Cc3ccccc3)C(=O)[C@H]2[C@H]2CN=C(SC)N21` gave mIDH1 inhibitor -6%, TrxR1 inh 20%, TrxR1 substrate 1%, RGS4 inhibitor 10%, USP1-UAF1 inh -9%, Vif-APOBEC3G blk -5%, ALOX12 inh -7% and Vif-APOBEC3F blk -2%.
CC(=O)Nc1ccc2[nH]c(C)cc(=O)c2c1 was read as RXFP1 ag 2.6%, mIDH1 inhibitor 3%, TrxR1 inh -16%, TrxR1 substrate 20%, RGS4 inhibitor -38%, USP1-UAF1 inh 1%, Vif-APOBEC3G blk 0%, ALOX12 inh 0% and Vif-APOBEC3F blk -8%.
For Cc1cc(NC(=O)CCCN2C(=O)/C(=C/c3ccccc3Cl)SC2=S)no1 the results were RXFP1 ag 1.9%, mIDH1 inhibitor -5%, TrxR1 inh 6%, TrxR1 substrate -4%, RGS4 inhibitor 27%, USP1-UAF1 inh -11%, Vif-APOBEC3G blk -1%, ALOX12 inh inconclusive and Vif-APOBEC3F blk -3%.
For COc1ccc(NCc2nnc(SCC(=O)Nc3ccccc3OC)o2)cc1 the results were RXFP1 ag 2.0%, mIDH1 inhibitor 0%, TrxR1 inh 13%, TrxR1 substrate -4%, RGS4 inhibitor -23%, USP1-UAF1 inh -11%, Vif-APOBEC3G blk 3%, ALOX12 inh 1% and Vif-APOBEC3F blk -3%.
Screening CCc1c(C)[nH]c2c(C)cccc2c1=O returned RXFP1 ag 0.0%, mIDH1 inhibitor 6%, TrxR1 inh -6%[57.1 µM], TrxR1 substrate -10%, RGS4 inhibitor -45%, USP1-UAF1 inh 2%, Vif-APOBEC3G blk 0%, ALOX12 inh 0% and Vif-APOBEC3F blk -3%.
Cc1nn(C)c(C(=O)N2CCc3ccccc32)c1Br was read as RXFP1 ag 2.7%, mIDH1 inhibitor 4%, TrxR1 inh -4%, TrxR1 substrate -5%, RGS4 inhibitor -10%, USP1-UAF1 inh -13%, Vif-APOBEC3G blk -6%, ALOX12 inh -18% and Vif-APOBEC3F blk 0%.
